FEN1 inh – human FEN1 inhibition; P39748; Recombinant FEN1 flap cleavage, fluorescence, 15 min; Potency, µM (highest dose often 114 µM), without a hit: at the top dose activity change, negative = inhibition, actives largely listed as inhibitors; actives 0.35% (n = 390,000); also: nearly all actives have a fitted effect of over 65% in size
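Potency values derive from four-parameter Hill fits of normalized qHTS data. The reaction used 10 nM FEN1 preincubated 15 min at room temperature with compound, then 50 nM DNA substrate, read at 0 and 15 min.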
TDP1 block – inhibitors of human tyrosyl-DNA phosphodiesterase TDP1; Q9NUW8; actives 0.28% (n = 350,000); Potency, µM (highest dose often 130 µM), for the others: at the top dose activity change, negative = inhibition, most hits filed as inhibitors; AID 485290; recombinant TDP1, AlphaScreen DNA substrate cleavage; also: nearly all actives have a fitted effect of over 40% in size
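Signal: AlphaScreen proximity between streptavidin donor and anti-FITC acceptor beads on intact substrate. Reaction: Tdp1 1 nM, substrate 15 nM final, 5 min RT after 15 min compound preincubation.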
N370S GC – inhibits or activates N370S mutant glucocerebrosidase | actives 0.092% (n = 330,000) | Potency, µM (titrated, usually from 59.4 µM), for inactives: at the top dose activity change, negative = inhibition, usual class: inhibitors | P04062 | N370S GC spleen homogenate, 4MU-glucoside fluorescence;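 also: 0% = full enzyme activity and -100% = no enzyme basal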
An asterisk follows results filed as active; ? = inconclusive; . = no result given; & = joins results of further samples; [ ] = dose if it differs, or a comment. Calls follow the shape of the dose curve; as a rule, active = well fitted curve in the direction sought with a large enough effect; inconclusive = small, poorly fitted or top-dose-only effect, or another doubt; inactive = no such curve, though single readings can be large; an effect the other way counts as inactive or inconclusive. Unless noted, % is scaled to controls: 0 for no effect and ±100 for the full control effect; potency is read from the fitted curve at half-maximal effect.

Values in the order: N370S GC, FEN1 inh, TDP1 block
> CC1CCCN(CCCNC(=O)c2ccc(CS(=O)(=O)c3c(Cl)cccc3Cl)o2)C1 (stereo not given)
    -22.2%, 0.6%, 1.5%
> COc1ccccc1N1CCN(Cc2cc(COC(C)C)c3cccnc3c2O)CC1
    ., -4.9%, 7.6%
> CCc1nnc(N/N=C/c2ccccc2Cl)n1N
    7.3%, ?, 6.2%
> CCC(C(=O)Nc1ccc(C(C)=O)cc1)n1c(C)c2cnn(-c3ccccc3)c(=O)c2c1C (stereo not given)
    ., -2.7%, 5.1%
> COc1cc(/C=N/n2cnn(Cc3ccccc3Cl)c2=S)cc(OC)c1OC
    2.6%, -2.6%, 2.9%
> CC(=O)Nc1c(O)nc(SCC(=O)N2CCN(c3ccc(F)cc3)CC2)[nH]c1=O
    -0.7%, -1.9%, -8.2%
> COc1ccc(C2C(C#N)=C(N)OC3=C2C(=O)CC(C)(C)C3)c(OC)c1OC (stereo not given)
    7.8%, -2.5%, 8.3%
> CCOC(=O)c1c(NC(=O)CC2Sc3ccc(C(F)(F)F)cc3NC2=O)sc(C)c1C (stereo not given)
    -29.2%, -1.4%, 5.3%
> COc1cc(COCC(O)CN2CCc3ccccc3C2)cc(OC)c1OC (stereo not given)
    -5.5%, -17.5%, 1.2%
> O=[N+]([O-])c1ccc(Nc2nc(N/N=C\c3ccc4c(c3)OCO4)nc(N3CCCCC3)n2)cc1
    -17.7%, -15.4%, 8.6%
> COc1ccccc1C(CNc1ncnc2sc(C)c(C)c12)N(C)C (stereo not given)
    -12.4%, -3.4%, -2.8%
> O=C(Nc1ccc2nc(-c3cccnc3)[nH]c2c1)c1ccccc1F
    -6.2%, -22.0%, 7.2%
> OCC1(Cc2ccccc2)CCCN(Cc2ccc3c(c2)OCCO3)C1 (stereo not given)
    -10.6%, 10.7%, 0.0%
> CCc1ccc(NS(=O)(=O)c2ccc(-c3cc(C)no3)cc2)cc1
    ., -6.7%, 2.8%
> CC(C)CCNC(=O)CN(Cc1ccc2c(c1)OCO2)C(=O)Cn1nnc(-c2cccs2)n1
    6.9%, 10.7%, 8.2%
> CCN(C[C@H]1N[C@@](Cc2ccccc2)(C(=O)OC)[C@H]2C(=O)N(Cc3ccccc3)C(=O)[C@@H]12)S(=O)(=O)c1ccc(OC)cc1
    ., -1.0%, 2.3%
> CC(C)N(Cc1ccccc1)C(C)C (tested in a mixture with another compound)
    0.6%, ., 10.8%
> C[C@H](NC(=O)CCn1nnc2ccccc2c1=O)C(=O)O
    7.8%, -1.7%, .
> COc1ccc(C(=O)Nc2cnc3ccccn3c2=O)cc1
    -2.1%, -11.0%&-4.1%, -1.2%&4.7%
> COc1cccc(NS(=O)(=O)c2ccc3[nH]c4c(c3c2)CCCCCC4)c1
    ., ?, 11.0%
> CC1=C(C(=O)OCc2ccccc2)C(c2ccsc2)C(C#N)=C(N)O1 (stereo not given)
    -0.4%, 0.0%, 3.2%
> COC(=O)c1ccc(NC(=O)C2CC2)o1
    3.2%, 6.9%, 5.1%
> CCOc1ccccc1N1CCN(C(=S)NCc2ccccc2)CC1
    17.7%, -2.1%, 7.7%
> Cc1nc2c(c(C)nn2-c2ccccc2)c(C)c1CCC(=O)NCCc1ccc(Cl)cc1
    ., 18.4%, 2.5%
> COc1cccc(NC(=O)NC2CCCCCCC2)c1
    -2.9%, -0.8%, -0.6%[56.1 µM]
> C=CCc1ccc(OC(=O)c2ccccc2)c(OC)c1
    15.0%&-1.6%, 9.0%, -10.3%
> COc1cccc(CNC(=O)c2ccc(CS(=O)c3ccccc3)o2)c1 (stereo not given)
    1.4%, 21.7%&11.1%, 0.1%&5.1%
> Cc1c(C(=O)Nc2nc3ccccc3[nH]2)oc2c(Cl)cccc12
    5.6%, 14.2%, -2.7%
> Cc1ccc(C(F)(F)F)cc1NC(N)=S
    -3.1%, -1.0%, 3.8%
> O=C(NCc1ccccc1)c1onc(CS(=O)(=O)c2ccccn2)c1C(=O)NCc1ccccc1
    1.6%, 2.8%, 0.3%
> CCOC(=O)N1CCN(c2cc(C)c(C(C)=O)cc2F)CC1
    0.0%, -18.7%, 3.0%
> O=C(NC(Cc1ccccc1)C(=O)N1CCc2ccccc2C1)c1ccccc1 (stereo not given)
    ?, -20.4%, -1.3%
> Cc1nn(CC(=O)Nc2cc(S(=O)(=O)N(C)C)ccc2Cl)c(C)c1[N+](=O)[O-]
    1.4%, 6.7%, 0.0%
> CCc1ccc(NC(=O)CC2C(=O)N(c3ccccc3)C(=O)N2C(C)C)cc1 (stereo not given)
    ., -4.4%, 0.0%
> CC1CCCN(C(=O)CNC(=O)Cn2ccc3ccccc3c2=O)C1 (stereo not given)
    26.9%, 20.2%, -2.5%
> Cc1ccc(S(=O)(=O)N2CCC(C(=O)NC3CCCCCC3)CC2)cc1
    5.8%[2.35 µM], 2.7%, 0.0%
> COc1ccc(-c2cc(=O)c3cc(O)ccc3o2)cc1
    7.5%, -19.4%, 5.1%
> COc1cc(C(=O)COC(=O)CNC(=O)C2CCCCC2)cc(OC)c1OC
    15.2%, -5.6%, 2.8%
> Cn1cc(Cl)c(C(=O)N(Cc2ccccc2)c2ccccn2)n1
    7.0%, 2.7%, 5.2%
> COc1ccc(OC)c(NC(=O)c2nc(SCc3ccc(F)cc3)ncc2Cl)c1
    ., -2.8%, -2.3%
> COc1ccc(CC(=O)NCCc2csc(-c3ccc(C(F)(F)F)cc3)n2)cc1
    ., -8.0%, 3.3%
> CCN(CC)CCN(C(=O)c1ccc(Br)s1)c1nc2cc3c(cc2s1)OCO3
    3.6%, 4.3%, 2.3%
> CCc1ccccc1S(=O)(=O)Cc1ccc(C(=O)NC2CCCC2)o1
    -7.3%, -15.2%, 1.1%
> Cc1ccc(/C=C/c2onc(C)c2S(=O)(=O)N2CCC(C(=O)Nc3ccccc3C(F)(F)F)CC2)cc1
    ., 0.2%, 3.0%
> COc1ccc(CCC(C)NC(=O)Cc2ccc(OC)c(OC)c2)c(OC)c1 (stereo not given)
    -14.9%, -3.8%, .
> CC1CC(C)(C)NCCNC(C)CC(C)(C)NCCN1 (stereo not given)
    1.5%, -2.6%, 2.1%
> CSc1n[nH]c(NC(=O)c2c(-c3c(Cl)cccc3Cl)noc2C)n1
    -2.6%, -12.7%, .
> O=C(O)/C=C/C(=O)N1CCN(c2ccc(F)cc2)CC1
    1.6%, 3.1%, 1.8%
> COc1cc2c(cc1OC)n(Cc1cccc(C(F)(F)F)c1)c(=O)n1nc(-c3ccccc3)nc21
    ., -2.0%, 1.8%
> O=C(CN1C(=O)NC2(CCc3ccccc32)C1=O)c1c[nH]c2ccccc12 (stereo not given)
    -7.1%, 4.8%, 0.2%
> Cc1cc(C(=O)N2CCCC(N3CCN(c4ccc(F)cc4)CC3)C2)no1 (stereo not given)
    -10.6%, 4.0%, 1.4%
> Cc1ccc2c(c1)C1CN(C)CCC1N2C(=S)Nc1ccc(Cl)cc1Cl (stereo not given)
    -9.3%, -4.0%, -1.8%
> FC(F)(F)c1cc(-c2ccco2)nc(NCc2ccccc2)n1
    1.6%, -3.3%, -5.2%
> Cc1cccc(/C=C2/Sc3ccc(C(=O)NCCCN4CCOCC4)cc3NC2=O)c1
    -26.1%, ., 3.4%
> CCOc1ccc(NC(=O)N2CCN(Cc3ccc4c(c3)OCO4)CC2)cc1
    -9.8%, 3.1%, .
> N/C(=N\c1nc2ccccc2o1)NC(=O)c1ccccc1F
    3.1%, -20.5%, 8.6%
> O=C(Nc1nnc(-c2ccco2)o1)c1ccc(Cl)cc1
    4.2%, -11.7%, 10.0%
> COc1cccc(C2c3[nH]c4ccccc4c3CCN2C(=O)c2ccccc2F)c1OC (stereo not given)
    -5.4%, -13.3%, 5.9%
> CC(NC(=O)c1ccccc1)c1ccc(F)cc1 (stereo not given)
    0.8%, 8.2%, -2.7%
> COC(=O)C1=C(C)NC(=S)NC1c1ccc(-c2ccccc2C(=O)OC)o1 (stereo not given)
    -4.2%, -4.8%, 3.8%

Going on with the list:
Values in the order: N370S GC, FEN1 inh, TDP1 block
> CC(=O)Nc1cccc(OCC(O)Cn2c(C)nc3ccccc32)c1 (stereo not given)
    1.4%, -0.8%, 3.3%
> CC(C)n1nccc1NC(=O)Nc1ccccc1
    1.2%, -3.7%, 4.4%
> Cc1ccc(CCNS(=O)(=O)c2cc3c(cc2Cl)NC(=O)CO3)cc1
    -10.7%, 10.3%, .
> Cc1ccc(NC(=O)C2CCN(S(=O)(=O)c3cccnc3)CC2)cc1C
    -14.1%, -5.6%, 4.7%
> O=C(Cc1ccccc1Cl)NC1(O)C(=O)c2ccccc2C1=O
    -3.9%, -13.8%, 0.0%
> Cc1cc(C(=O)CN2C(=O)NC(c3ccccc3)(c3ccccc3)C2=O)c(C)n1Cc1ccco1
    -1.8%, -14.9%, 6.3%
> CC1CC(C)CN(CC(=O)NC(c2ccccc2)c2ccccc2)C1 (stereo not given)
    2.4%, -19.6%, -2.6%
> Cc1ccsc1/C=N/NC(=O)c1ccc(Cn2cc(Br)cn2)o1
    -18.2%, -3.4%, 7.6%
> CC(C)Cn1c(N)c(C(=O)CCl)c(=O)n(C)c1=O
    -2.0%, 17.0%, -2.6%
> O=C1c2cccc3cccc(c23)C(=O)N1CCN1CCN(CC(O)COCc2ccc(Cl)cc2)CC1 (stereo not given)
    -7.5%, ?, 2.7%
> Fc1ccc(N2CCN(C(=S)NCC3CCCO3)CC2)cc1 (stereo not given)
    1.4%, 7.1%, 1.2%
> O=C(Cc1ccc(Cl)c(Cl)c1)OCC(=O)c1ccc[nH]1
    -0.2%[2.35 µM], 0.1%, 4.0%
> CC(=O)c1c(OC(=O)c2ccco2)c2ccccc2n1C
    -17.4%, -15.0%, 5.6%
> Oc1ccc2ccccc2c1N=Nc1ccccc1F
    5.3%, -29.4%, .
> CCc1ccc(S(=O)(=O)N(C(=O)c2ccncc2)c2ccc(OC(=O)c3ccncc3)cc2)cc1
    ?, -9.7%, 0.0%
> O=C(Nc1ccc(F)cc1)N1CCc2ccccc2C1
    14.3%, 27.8%, 7.7%
> O=C(NC1CCSc2ccccc21)c1ccccc1Br (stereo not given)
    -0.2%, -4.5%, 0.8%
> CCc1ccccc1NC(=O)C1COc2ccccc2O1 (stereo not given)
    -4.6%, 2.4%, .
> CSc1nc(N)nc2c1ncn2CC(=O)Nc1ccc(C)c(C)c1
    ., 10.2%, 0.2%
> Cc1ccc(C)c(CN2CCCN(Cc3cc(C)ccc3C)S2(=O)=O)c1
    5.2%, -9.0%&-0.2%, 1.9%
> Brc1ccc(/C=N/Nc2ccccn2)cc1
    -18.8%, 13.1%, 3.7%
> O=C(Nc1ccc(S(=O)(=O)NC2=NCCCCC2)cc1)c1ccco1
    -0.1%, -3.5%, -3.5%
> CCCn1c(SCC(=O)Nc2cccc(C)n2)nnc1-c1ccco1
    -18.2%, -3.8%, 5.8%
> CCOC(=O)c1csc(-c2ccc(OC)c(OC)c2)n1
    1.6%, 15.7%, 2.9%
> COC(=O)c1ccc(OC(=O)c2cccnc2SC)cc1
    0.8%, 14.4%, -4.2%
> CSc1ncccc1C(=O)OCc1ccccc1F
    2.2%, -18.6%, -6.9%
> O=C1NC(=S)N/C1=C/c1cccn1-c1ccc([N+](=O)[O-])cc1
    -11.0%, -18.7%, 1.2%
> O=C1c2ccccc2/C(=C\c2ccc(Br)s2)N1c1ccccc1
    ., 4.2%, -0.2%
> CN1CCN(S(=O)(=O)c2ccc(N(C)Cc3c(F)cccc3Cl)nc2)CC1
    ., -4.8%, 5.1%
> COc1ccccc1/C=C/C(=O)N1CCc2cc(OC)c(OC)cc2C1C (stereo not given)
    16.1%, 0.4%, 9.7%

Single records, as listed above. Screens in order: N370S GC	FEN1 inh	TDP1 block
Results for O=C(Nc1ccc(S(=O)(=O)NC2=NCCCCC2)cc1)c1ccco1 → -0.1%	-3.5%	-3.5%
Results for O=C1NC(=S)N/C1=C/c1cccn1-c1ccc([N+](=O)[O-])cc1 → -11.0%	-18.7%	1.2%
Results for CSc1ncccc1C(=O)OCc1ccccc1F → 2.2%	-18.6%	-6.9%
Results for CSc1nc(N)nc2c1ncn2CC(=O)Nc1ccc(C)c(C)c1 → .	10.2%	0.2%
Results for Brc1ccc(/C=N/Nc2ccccn2)cc1 → -18.8%	13.1%	3.7%

(continued)
Values in the order: N370S GC, FEN1 inh, TDP1 block
> COC(=O)c1ccncc1C(=O)Nc1ccc(F)cc1
    0.7%, -3.6%, -8.8%
> COc1cc2cc(CCCOC(=O)CCCC(=O)O)oc(=O)c2cc1OC
    ., -17.7%, 1.0%
> COc1cc(OC)cc(-c2nnc(SCc3ccc(C(=O)O)cc3)o2)c1
    -18.5%, -1.3%, 6.4%
> O=C(CNc1ccc(Br)cc1)c1ccccc1
    2.7%, 6.2%, 3.9%

2 compounds drawn at random from the list so far, as already listed:
Values in the order: N370S GC, FEN1 inh, TDP1 block
> COC(=O)c1ccncc1C(=O)Nc1ccc(F)cc1
    0.7%, -3.6%, -8.8%
> O=C(CNc1ccc(Br)cc1)c1ccccc1
    2.7%, 6.2%, 3.9%

A few values from the results shown:
Fc1ccc(N2CCN(C(=S)NCC3CCCO3)CC2)cc1 (stereo not given) in N370S GC shows 1.4%
C[C@H](NC(=O)CCn1nnc2ccccc2c1=O)C(=O)O in FEN1 inh shows -1.7%
